# Source: PubChem (Johns Hopkins Ion Channel Center)
# TRPC4 PAM: positive allosteric modulators of TRPC4, primary screen, cell-based, mouse TRPC4beta, HEK293 mu-opioid, Fluo-4 calcium | Short transient receptor potential channel 4 (Mus musculus), Q9QUQ5 | DAMGO EC20, Fluo-4 Ca2+ flux; stronger effect = higher value | B-score at 10 µM | 0.42% of 310,000 active | AID 2227, 2009;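 active = B-score of calcium response area above 5 SD of library B-scores, with initial fluorescence ratio within 5 SD of library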;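 note: B-score of integrated fluorescence ratio over time as area under calcium response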
# MrgX1 PAM: positive allosteric modulators of MrgX1, primary screen, HEK293 cells, Fluo-4 calcium flux | FDSS; stronger effect = higher value | AID 588675, 2011 | B-score at 10 µM | 0.63% of 310,000 active;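 active = plate-corrected calcium response at least 3 library SD above typical, normal starting fluorescence, not activating the receptor alone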;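 note: compound read alongside a low EC10 to EC30 dose of BAM8-22 agonist; peak minus trough fluorescence over baseline measured at the second addition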
# TMEM16A inh: TMEM16A chloride channel inhibitors, primary screen, cell-based, HTS | Anoctamin-1 (Mus musculus), Q8BHY3 | HEK293 TMEM16A/YFP iodide influx fluorescence, ionomycin | normalized B-score (activity score, 25-100; higher = stronger inhibition) at 10 µM | 1.2% of 310,000 active;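 active = ratio plate-corrected score three or more library SD toward inhibition, starting fluorescence score within five deviations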;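 note: score derived from kinetic fluorescence span divided by baseline fluorescence per well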
# Target sequence (Q8BHY3 whole entry, looked up): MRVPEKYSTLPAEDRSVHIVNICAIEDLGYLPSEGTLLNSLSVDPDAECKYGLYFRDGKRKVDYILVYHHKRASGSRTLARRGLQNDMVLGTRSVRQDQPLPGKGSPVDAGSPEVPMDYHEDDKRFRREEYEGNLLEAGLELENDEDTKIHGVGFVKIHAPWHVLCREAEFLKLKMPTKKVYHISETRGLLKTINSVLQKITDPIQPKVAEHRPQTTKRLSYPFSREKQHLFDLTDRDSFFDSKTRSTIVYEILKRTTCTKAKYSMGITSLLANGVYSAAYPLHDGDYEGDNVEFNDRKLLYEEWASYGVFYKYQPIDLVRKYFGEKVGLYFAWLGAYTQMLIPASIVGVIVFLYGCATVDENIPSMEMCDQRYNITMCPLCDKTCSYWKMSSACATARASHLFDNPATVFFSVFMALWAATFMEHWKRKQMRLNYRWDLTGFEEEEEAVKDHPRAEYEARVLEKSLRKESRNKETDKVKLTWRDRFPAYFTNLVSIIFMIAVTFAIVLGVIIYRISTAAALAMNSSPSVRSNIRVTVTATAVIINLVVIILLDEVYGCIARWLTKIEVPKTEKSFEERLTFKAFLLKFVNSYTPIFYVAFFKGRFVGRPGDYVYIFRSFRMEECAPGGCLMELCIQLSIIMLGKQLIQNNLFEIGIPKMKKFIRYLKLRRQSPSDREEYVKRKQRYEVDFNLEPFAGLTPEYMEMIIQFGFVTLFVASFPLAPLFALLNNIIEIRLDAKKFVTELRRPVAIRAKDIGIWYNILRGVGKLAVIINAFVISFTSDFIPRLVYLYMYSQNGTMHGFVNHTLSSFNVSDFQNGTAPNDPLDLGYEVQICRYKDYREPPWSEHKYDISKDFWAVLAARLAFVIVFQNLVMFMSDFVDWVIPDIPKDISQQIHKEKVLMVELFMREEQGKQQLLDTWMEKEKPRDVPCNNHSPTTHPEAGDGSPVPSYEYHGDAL
# TRPC4 inh: inhibitors of mouse TRPC4 channel, primary screen, Fluo4 calcium, HEK293 TRPC4beta/mu-opioid cells. Short transient receptor potential channel 4 (Mus musculus), Q9QUQ5. AID 2247, 2010. 0.39% of 300,000 active. DAMGO-evoked Fluo4 calcium flux; stronger effect = lower value. B-score at 10 µM;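 active = B-score over 3 SD under the library average, no early fluorescence shift, positive overall ratio signal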
#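 Assay system: HEK293 cells with stable TRPC4beta plus mu-opioid receptor expression; Probe or stimulus: DAMGO in two steps, submaximal then maximal; Dosing: single-point compound dosing; Measured by: Fluo4 calcium-dye fluorescence, kinetic read; Read-out basis: B score from integrated Fluo4 fluorescence ratio.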
# TRPC4 act: activators of mouse TRPC4 channel, primary screen, Fluo4 calcium, HEK293 TRPC4beta/mu-opioid cells. Fluo4 calcium fluorescence; stronger effect = higher value. B-score at 10 µM. 0.49% of 310,000 active;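 active = B-score above 5 SD of library B-scores, and initial fluorescence ratio not above library mean plus 5 SD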;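 note: positive B-score marks a calcium rise read as TRPC4 activation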
#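 System: HEK293 cells stably co-expressing mouse TRPC4beta and mu-opioid receptor; Schedule: Fluo4 dye loading 45 min at room temperature, 110 s recording; Detection: Fluo4 fluorescence, kinetic; Evaluation: B-scored integrated calcium fluorescence ratio; Controls: buffer (low) and maximal DAMGO (high).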
# MrgX1 agonist: agonists of human MrgX1 receptor, primary screen, HEK293 cells, Fluo-4 calcium flux | 0.44% of 310,000 active | Fluo-4 calcium fluorescence, agonist mode; stronger effect = higher value | Mas-related G-protein coupled receptor member X1 (Homo sapiens), Q96LB2 | B-score at 10 µM;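 active = calcium response B-score plate-corrected fluorescence ratio at least 3 library SD, with starting fluorescence B-score inside 5 SD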
#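 Material: MrgX1-expressing HEK293 cells; input: 15,000 cells per well; doses: test compound given as first of three sequential additions; schedule: overnight plating before 1 h dye loading; technique: Fluo-4 NW calcium-flux fluorescence, kinetic read; evaluation: baseline-normalised fluorescence change ratio, B-scored; control set: plate-wise positive and negative controls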
# TRPC6 inh: mouse TRPC6 channel inhibitors, primary screen, cell-based, HEK293, membrane potential dye | Short transient receptor potential channel 6 (Mus musculus), Q61143 | ACh-evoked depolarization; stronger effect = lower value | B-score at 10 µM | 1.1% of 310,000 active | AID 2553, 2010;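 active = B-score under library mean minus 3 SD, initial fluorescence not abnormally high, positive integrated signal ratio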;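 note: B-score derived from integrated fluorescence ratio over the kinetic read; more negative B-score means stronger inhibition of depolarization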
# ANO1 activ: TMEM16A chloride channel activators or potentiators, primary screen, cell-based, HTS | HEK293 TMEM16A/YFP-H148Q/I152L, iodide quench fluorescence; stronger effect = lower value | B-score at 10 µM | 0.3% of 340,000 active;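 active = fluorescence-ratio B-score plate-corrected deviation score at least 3 library SD below zero, with starting fluorescence score within 5 deviations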;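 note: channel opened by trigger with iodide after compound preincubation; score built on the fluorescence ratio of max minus min over baseline; more negative score means more quench and so TMEM16A activation or potentiation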
# TRPC6 activator: mouse TRPC6 channel activators, primary screen, cell-based, HEK293, membrane potential dye. HEK293-TRPC6 membrane potential dye fluorescence; stronger effect = higher value. B-score at 10 µM. Short transient receptor potential channel 6 (Mus musculus), Q61143. AID 2550, 2010. 0.13% of 310,000 active;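 active = B-score of the integrated fluorescence ratio above library mean plus 3 SD, and starting fluorescence ratio within library mean plus 5 SD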;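 note: higher score means more depolarization so channel activation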
# MrgX1 antagonist: antagonists of human MrgX1 receptor, primary screen, HEK293 cells, Fluo-4 calcium flux; Mas-related G-protein coupled receptor member X1 (Homo sapiens), Q96LB2; BAM8-22 antagonism; stronger effect = lower value; B-score at 10 µM; 1.3% of 310,000 active; AID 588676, 2011;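 active = calcium-response B-score plate-corrected more than 3 library SD below zero, starting fluorescence within 5 deviations, no agonist response on first addition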;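 note: peak minus trough fluorescence over baseline after final BAM8-22 challenge near maximal dose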
# RGS4 inh: RGS4 inhibitors, primary screen, cell-based, HEK293 M3R inducible RGS4, calcium flux. Regulator of G-protein signaling 4 (Homo sapiens), P49798. 0.45% of 310,000 active. Fluo-4 calcium flux; stronger effect = higher value; triggered by carbachol at its EC20. B-score at 10 µM. AID 463165, 2010;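 active = B-score, a plate-corrected calcium signal, over three deviations above library mean, with baseline fluorescence within five deviations of library mean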;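 note: RGS4 expression induced by doxycycline in cells with stable M3 receptor; B-score is computed from the integrated fluorescence ratio over baseline after carbachol; higher B-score means a larger calcium signal and so more RGS4 inhibition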
# Numbers without * were called inactive; i = inactive; / = no result given.
SMILES,TRPC4 PAM,MrgX1 PAM,TMEM16A inh,TRPC4 inh,TRPC4 act,MrgX1 agonist,TRPC6 inh,ANO1 activ,TRPC6 activator,MrgX1 antagonist,RGS4 inh
Cc1nc(CS(=O)(=O)c2ccccc2)cc(N2CCOCC2)n1,i,i,i,i,i,i,i,i,i,i,i
CCc1ccc(-c2nc(CS(=O)CC(=O)NCc3ccc4c(c3)OCO4)c(C)o2)cc1 (configuration not stated),i,i,i,i,i,i,i,i,i,i,i
CCc1nc(N)nc2c1C(=O)CC(C)(C)C2,i,i,i,i,i,i,i,i,i,i,i
O=C(NCCN1CCCCCC1)C1CCN(S(=O)(=O)N2CCOCC2)CC1,i,i,i,i,i,i,i,i,i,i,i
COc1ccccc1NC(=O)Nc1nc2ccc(S(N)(=O)=O)cc2s1,i,i,i,i,i,i,i,i,i,i,i
COc1ccc(Cl)cc1-c1nc(SCC(=O)NC(C)C)n[nH]1,i,i,i,i,i,i,i,i,i,i,i
CCOc1cccc2sc(=NC(=O)c3ccc(S(=O)(=O)N4CCOCC4)cc3)n(C)c12,i,i,i,i,i,i,i,i,i,i,i
Cc1ccc(S(=O)(=O)N(Cc2cc3ccc(C)cc3[nH]c2=O)c2ccccc2)cc1,i,i,i,i,i,i,i,i,i,i,i
CCc1noc(C)c1C(=O)N(C)CC(=O)Nc1ccc(Br)cc1C,i,i,i,i,i,i,i,i,i,i,i
O=C1CC(N2CCN(S(=O)(=O)c3ccc(Cl)cc3)CC2)C(=O)N1CCc1ccccc1 (configuration not stated),i,i,i,i,i,i,i,i,i,i,i
CCOc1ccc(C(F)(F)F)cc1NC(=O)COc1ccc(C(F)(F)F)cc1[N+](=O)[O-],i,i,i,i,i,i,i,i,i,i,i
O=C(Nc1ccccc1)c1cc([N+](=O)[O-])ccc1NCc1cccnc1,i,i,i,i,i,i,i,i,i,i,i
CCC(=O)Nc1c2c(nn1-c1ccccc1C)CSC2,i,i,i,i,i,i,i,i,i,i,i
Cc1cc(C)n(Cc2ccc(F)cc2)c(=O)c1C#N,i,i,i,i,i,i,i,i,i,i,i
COc1ccc(C(CNC(=O)c2cc3ccccc3cc2OC)N2CCCC2)cc1 (configuration not stated),i,i,i,i,i,i,i,i,i,i,i
COc1ccc(CCNC(=O)C2CCN(S(=O)(=O)c3ccc(OC)cc3)CC2)cc1,i,i,i,i,i,i,i,i,i,i,i
N/C(=N\c1nc2ccccc2o1)NC(=O)c1ccc([N+](=O)[O-])cc1,i,i,i,i,i,i,i,i,i,i,i
c1ccc2c(c1)nc1n2CCN1,i,i,i,i,i,i,i,i,i,i,i
Cc1nnc(SCC(=O)Nc2cc(-c3cc(C)c(C)cc3C)nn2-c2ccccc2)s1,i,i,i,i,i,i,i,i,i,i,i
CCn1c2ccccc2c2cc(NC(=S)N3CCOCC3)ccc21,i,i,i,i,i,i,i,i,i,i,i
OCCNC(=S)NC1CCCCC1,i,i,i,i,i,i,i,i,i,i,i
CCCSc1oc(-c2ccco2)nc1S(=O)(=O)c1ccccc1,i,i,i,i,i,i,i,i,i,i,i
COCCN(C(=O)COC(=O)COc1ccc(Cl)c(C)c1)c1c(N)n(Cc2ccccc2)c(=O)[nH]c1=O,i,i,i,i,i,i,i,i,i,i,i
Cc1ccc[n+](C(C)C(=O)Nc2ccc([N+](=O)[O-])cc2C)c1 (configuration not stated),i,i,i,i,i,i,i,i,i,i,i
COc1ccc(C(=O)N(Cc2ccc(N(C)C)cc2)C2CCS(=O)(=O)C2)cc1 (configuration not stated),i,i,i,i,i,i,i,i,i,i,i
CC1(C)c2[nH]c3ccccc3c2C[C@@H]2C(=O)N(c3cc(F)ccc3F)C(=O)N21,i,i,i,i,i,i,i,i,i,i,i
NC(=S)NN=C(Cc1ccccc1)Cc1ccccc1,i,i,i,i,i,i,i,i,i,i,i
CC(OC(=O)CNC(=O)C12CC3CC(CC(C3)C1)C2)C(=O)Nc1ncc(Cl)cc1Cl (configuration not stated),i,i,i,i,i,i,i,i,i,i,i
Fc1ccccc1-c1csc(-c2cccnc2)n1,i,i,i,i,i,i,i,i,i,i,i
COCCN1C(=O)C(=O)/C(=C(/O)c2ccc(S(=O)(=O)N3CCCCC3)cc2)C1c1ccc(OC)c(OC)c1 (configuration not stated),i,i,i,i,i,i,i,i,i,i,i
COc1ccc(C(=O)NC(=S)Nc2cccnc2)cc1[N+](=O)[O-],i,i,i,i,i,i,i,i,i,i,i
Cn1c(N/N=C/c2cccs2)cc(=O)n(C)c1=O,i,i,i,i,i,i,i,i,i,i,i
CCOC(=O)c1cnc2c(C)cc(C)cc2c1NCCCN1CCOCC1,i,i,i,i,i,i,-8.8*,i,i,i,i
COc1ccnc(N2CCN(c3ccc(Cl)cc3)CC2)c1C#N,i,i,i,i,i,i,i,i,i,i,i
Cc1cc(C)cc(N(C(=O)c2ccco2)C(C(=O)NC2CCCC2)c2ccncc2)c1 (configuration not stated),i,i,i,i,i,i,i,i,i,i,i
CC1C(=O)N2CCCc3cc(S(=O)(=O)N(C)CCC#N)cc1c32 (configuration not stated),i,i,i,i,i,i,i,i,i,i,i
Cc1csc(NC(=O)c2ccc(C(=O)Nc3nc(C)cs3)cc2)n1,i,i,i,i,i,i,i,/,i,i,i
CC(=O)N(/C=C1\SC(=S)N(c2ccccc2)C1=O)c1ccccc1,i,i,i,i,i,i,i,i,i,i,i
CCOc1ncccc1C(=O)Nc1ccc(F)c(Cl)c1,i,i,i,i,i,i,i,i,i,i,i
Cc1cc(C)c(C(=O)O)c(CC(C)(C)C(=O)O)c1,i,i,i,i,i,i,i,i,i,i,i
COc1ccc(N2CC(NC(=O)c3cccc4ccccc34)CC2=O)cc1OC (configuration not stated),i,i,i,i,i,i,i,i,i,i,i
Cc1cccc(C)c1OCCCCn1cnc2ccccc2c1=O,i,i,i,i,i,i,i,i,i,i,i
CNc1nc2ccccc2n(C)c1=O,i,i,i,i,i,i,i,i,i,i,i
Cc1ccc(C(=O)Nc2nc3ccccc3c(=O)s2)cc1,i,i,i,i,i,i,i,i,i,i,i
CN(C)CCN(C(=O)c1ccc2c(c1)CCCC2)c1nc2cc3c(cc2s1)OCCO3,i,i,i,i,i,i,i,i,i,i,i
O=C(CCCOc1ccccc1)N1CCCCC1,i,i,i,i,i,i,i,i,i,i,i
COc1ccc(Cl)cc1C(=O)NCC(c1ccco1)N(C)C (configuration not stated),i,i,i,i,i,i,i,i,i,i,i
O=C(/C=C/c1ccccc1)Nn1cnnc1,i,i,i,i,i,i,i,i,i,i,i
COc1ccc(OCC(O)CN2CC(C)OC(C)C2)cc1 (configuration not stated),i,i,i,i,i,i,i,i,i,i,i
O=C(O)CCCN1C(=O)/C(=C/C=C/c2ccco2)SC1=S,i,i,i,i,i,i,i,i,i,i,i
# (next part)
SMILES,TRPC4 PAM,MrgX1 PAM,TMEM16A inh,TRPC4 inh,TRPC4 act,MrgX1 agonist,TRPC6 inh,ANO1 activ,TRPC6 activator,MrgX1 antagonist,RGS4 inh
Cc1c(NC(=O)C(C#N)=C2CCCCC2)c(=O)n(-c2ccccc2)n1C,i,i,i,i,i,i,i,i,i,i,i
CSc1ccccc1OCc1cc(C(=O)NCCc2ccco2)no1,i,i,i,i,i,i,i,i,i,i,i
O=C(CSc1nnc(Cc2ccccc2)n1Cc1ccco1)NC1CCCC1,i,i,i,i,i,i,i,i,i,i,i
CCn1nnc(NC(=O)c2ccccc2Br)n1,i,i,i,i,i,i,i,i,i,i,i
Cc1c(CC=C(Cl)Cl)c(=O)[nH]c2c(C)cccc12,i,i,i,i,i,i,i,i,i,i,i
CCCCNC(=O)CCn1c(=O)c2ccccc2n(Cc2ccccc2C)c1=O,i,i,i,i,i,i,i,i,i,i,i
COc1ccc(C(=O)Nc2ccc(CN3CCS(=O)(=O)CC3)cc2)cc1,i,i,i,i,i,i,i,i,i,i,i
Cc1ccc(S(=O)(=O)N2CC(=O)Nc3ccccc32)cc1C,i,i,i,i,i,i,i,i,i,i,i
Cc1ccc(/C=N/n2cnnc2)s1,i,i,i,i,i,i,i,i,i,i,i
Cc1cc2cc(CCNC(=O)C(C)C)c(=O)[nH]c2cc1C,i,i,i,i,i,i,i,i,i,i,i
O=C(COC(=O)C1CC2CCCC(C1)C2=O)Nc1nc(-c2ccc(F)c(F)c2)cs1 (configuration not stated),i,i,i,i,i,i,i,i,i,i,i
CCN(Cc1ccccc1)C(=O)CC(=O)N(CC)Cc1ccccc1,i,i,i,i,i,i,i,i,i,i,i
CC1N(C(=O)N2CCOCC2)CCN1S(=O)(=O)c1cccc(C(F)(F)F)c1 (configuration not stated),i,i,i,i,i,i,i,i,i,i,i
CN(Cc1nc2ccccc2n1C)c1ccccc1,i,i,i,i,i,i,i,i,i,i,i
CCOC(=O)CCCCC(=O)c1[nH]c(=O)[nH]c1CSc1nnc2c3ccccc3n(C(C)C)c2n1,i,i,i,i,i,i,i,i,i,i,i
CCN(C(=O)COC(=O)C1CCN(S(=O)(=O)c2ccc(C)c(C)c2)CC1)C1CCS(=O)(=O)C1 (configuration not stated),i,i,i,i,i,i,i,i,i,i,i
